Insulin prom inh: inhibitors of insulin promoter-driven GFP, primary screen, imaging, TRM-6 cells (human fetal islet line), eGFP reporter, cell count; reporter expression induced with tamoxifen; inhibition, % at 2 µM; 130,000 tested, 0.9% active; AID 1273, 2008;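 active = inhibition above the mean plus 3 SD, with well images judged a real hit on visual review, cut at about 60% in these data, passing the limit was not always enough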
sdo1 growth: growth rescue of sdo1-depleted yeast, primary screen, S. cerevisiae, bone marrow failure model; S. cerevisiae sdo1-depleted JHY4D growth rescue, OD600 30 h; active compounds read high; pdr5 snq2 efflux-pump mutant strain; z-score at 10 µM; 140,000 tested, 0.21% active; AID 817, 2007;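 active = z-score above 3 at both the 24 hr and the 30 hr optical density reads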;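 note: z-score against mean and SD of all compound wells on the same plate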
sdo1 growth Rescue 24 h: recorded beside sdo1 growth, whose call it bears; z-score; S. cerevisiae sdo1-depleted JHY4D growth rescue, OD600; measured here: growth rescue at 24 h;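 0 is the plate mean of compound wells and units are plate SD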
Active calls of the source: *; · = no result given.

SMILES	Insulin prom inh	sdo1 growth	sdo1 growth Rescue 24 h
O=C(Nc1ccc(Cl)cc1)C1=Cc2cc(Cl)ccc2OC1	·	-1.1	-0.12
CC(=O)NC(=S)NNC(=O)C(c1ccccc1)c1ccccc1	45	·	·
CCc1cccc(C)c1NC(=O)C(c1ccc(O)cc1)N1CCC1=O (stereo not given)	27	-0.02	-0.18
CC(=O)NC1C(Oc2cccc(C)c2)OC2COC(c3ccco3)OC2C1O (stereo not given)	32	0.11	-0.54
CCc1nc(Nc2ccccc2)c2oc3ccccc3c2n1	-74	-2.5	-1.6
N#C/C(=C(/O)COC(=O)CCc1ccc(S(=O)(=O)N2CCOCC2)cc1)c1nc2ccccc2[nH]1	·	-0.59	-0.6
CN(Cc1ccccc1)Cc1nc2c([nH]1)c(=O)[nH]c(=O)n2C	·	-0.61	-1.2
COc1ccc(CC(=O)n2nc(-c3cccnc3)nc2N)cc1	-44	-0.83	-0.05
O=C(NCCn1cc(SCc2ccccc2)c2ccccc21)c1c(F)cccc1F	19	-0.77	-1.1
Cc1onc(-c2ccccc2Cl)c1C(=O)N1CCN(Cc2ccc3c(c2)OCO3)CC1	3	·	·
CN(C)CC(C)(C)CNC(=O)C1CCN(Cc2ccccc2O)CC1	·	1.9	2.5
Cc1nnc(SCC(=O)N2CCCCC2)n1CC1CCCO1 (stereo not given)	38	0.06	-0.96
O=C(CNc1cccc([N+](=O)[O-])c1)N/N=C/c1ccc([N+](=O)[O-])o1	0	·	·
Cc1ccc(/C=C/C(=O)N2CCN(Cc3ccccc3)CC2)o1	-12	0.04	-0.31
CCCn1c(N)c(C(=O)CN2CCN(S(=O)(=O)c3cccs3)CC2)c(=O)[nH]c1=O	·	-0.13	-0.94
O=C(NC(=S)Nc1cccnc1)c1cc2ccccc2o1	-50	-0.18	0.2
CCOC(=O)C1CN(S(=O)(=O)c2ccc(C)cc2)C1	-14	1.4	1.4
CCOc1ccc(C(=O)NCc2cccnc2)cc1	·	0.38	0.05
O=C(CSc1nc(O)cc(=O)n1-c1ccccc1)NC1CCCCC1	31	-0.13	-0.17
Cc1ccc(C)c(S(=O)(=O)NCc2ccc(C(=O)N3CC(C)OC(C)C3)cc2)c1 (stereo not given)	10	0.14	-0.3
CC(=O)Nc1ccc2c(c1)nc1n2CCSC1	-8	0.62	0.82
CCCC(=Nc1ccc(N)cc1)C1=C(O)C(C(=O)OC)C(C)(C)CC1=O (stereo not given)	23	0.59	0.71
CC[n+]1c(/C=C/N(C)c2ccccc2)oc2ccc(F)cc21	-6	1.1	1.1
C=CC[N+](C)(C)CCCNC(=O)/C=N/O	37	0.29	-0.21
O=[N+]([O-])c1ccc(-c2cnc(SCc3ccccc3Cl)[nH]2)cc1	-3	-2.3	-1.6
CCS(=O)(=O)N1CCN(c2cc3c(cc2[N+](=O)[O-])n(C)c(=O)n3C)CC1	31	·	·
CCOC(=O)c1nnn(-c2nonc2N)c1CN(CC)CC	-31	0.44	0.21
CCOc1cc(C(=O)OCC(=O)Nc2ccc(SC(F)F)cc2)cc(OCC)c1OCC	-36	-0.54	-0.1
CCCCn1c(O)c(N=NC(=O)Cn2c(C(F)(F)F)nc3ccccc32)c2ccccc21	33	-0.03	0.72
CC(=O)N/N=C(\C)c1cccc(NC(=O)c2cccs2)c1	-29	0.62	1.2

Full records as entered above. Values in the order: Insulin prom inh, sdo1 growth, sdo1 growth Rescue 24 h
Shown for `CC(=O)Nc1ccc2c(c1)nc1n2CCSC1` → -8, 0.62, 0.82
Shown for `CCOc1cc(C(=O)OCC(=O)Nc2ccc(SC(F)F)cc2)cc(OCC)c1OCC` → -36, -0.54, -0.1
Shown for `CC[n+]1c(/C=C/N(C)c2ccccc2)oc2ccc(F)cc21` → -6, 1.1, 1.1

Returning to the listing, repeating the 7 entries before the break.
SMILES	Insulin prom inh	sdo1 growth	sdo1 growth Rescue 24 h
C=CC[N+](C)(C)CCCNC(=O)/C=N/O	37	0.29	-0.21
O=[N+]([O-])c1ccc(-c2cnc(SCc3ccccc3Cl)[nH]2)cc1	-3	-2.3	-1.6
CCS(=O)(=O)N1CCN(c2cc3c(cc2[N+](=O)[O-])n(C)c(=O)n3C)CC1	31	·	·
CCOC(=O)c1nnn(-c2nonc2N)c1CN(CC)CC	-31	0.44	0.21
CCOc1cc(C(=O)OCC(=O)Nc2ccc(SC(F)F)cc2)cc(OCC)c1OCC	-36	-0.54	-0.1
CCCCn1c(O)c(N=NC(=O)Cn2c(C(F)(F)F)nc3ccccc32)c2ccccc21	33	-0.03	0.72
CC(=O)N/N=C(\C)c1cccc(NC(=O)c2cccs2)c1	-29	0.62	1.2
Cc1ccc(OCC(=O)Nc2ccc(S(=O)(=O)N3CCOCC3)cc2)c([N+](=O)[O-])n1	0	·	·
CC(C)CN1C(=O)c2ccc(C(=O)Nc3ccccn3)cc2C1=O	·	-0.02	0.11
Cc1cccn2c(=O)c3cc(C#N)c(=N)n(CC4CCCO4)c3nc12 (stereo not given)	29	·	·
CC(=O)/C(=N\Nc1ccccc1)Sc1cccc2cccnc12	19	-1.5	-1
CCOc1cc(C(=O)O)cc(Cl)c1OCC#N	-41	1.4	1.2
CN1C(=O)NC(c2ccccc2)C2=C1CN(Cc1ccccc1)C2=O (stereo not given)	7	·	·
COc1nc(NC(C)(C)C)nc(Oc2ccc(=O)n(-c3ccccc3)n2)n1	-12	-0.26	-0.61
CCOC(=O)CC(NC(=O)CCc1c(C)nc2ncnn2c1C)c1ccc(C)cc1 (stereo not given)	-53	·	·
Cc1ccc(-n2c(CCC(=O)O)ccc2-c2cccs2)cc1	-64	0.18	0.09
FC(F)(F)c1nnc(-c2ccccc2)nc1Oc1ccc(Cl)cc1Cl	·	-1.3	-1.6
Cc1cc(C=C(C#N)C#N)c(C)n1-c1ccccc1	0	-0.29	0.25
Cn1c(=O)c2c(nc(NCc3ccco3)n2CC(O)COc2ccccc2)n(C)c1=O (stereo not given)	·	-0.67	-0.4
COc1ccc(OC)c(C(=O)c2coc3ccc(O)c(CN4CCOCC4)c23)c1	8	0.13	0.04
OC(COc1cccc(OCC(O)CN2CCCC2)c1)CN1CCCC1 (stereo not given)	-61	-0.03	0.67
COc1cccc(OC)c1OCCOc1ccccc1OC(C)C	-6	-0.43	-1.1

3 structures out of the list, arranged by number of heavy atoms, highest first:
SMILES	Insulin prom inh	sdo1 growth	sdo1 growth Rescue 24 h
Cn1c(=O)c2c(nc(NCc3ccco3)n2CC(O)COc2ccccc2)n(C)c1=O (stereo not given)	·	-0.67	-0.4
FC(F)(F)c1nnc(-c2ccccc2)nc1Oc1ccc(Cl)cc1Cl	·	-1.3	-1.6
CCOc1cc(C(=O)O)cc(Cl)c1OCC#N	-41	1.4	1.2

Continuation.
SMILES	Insulin prom inh	sdo1 growth	sdo1 growth Rescue 24 h
COc1ccc(OC)c(N/C(C)=C/C(=O)c2ccccc2)c1	·	-0.7	-1.7
CCOC(=O)C(C)Sc1nc2c(c(-c3cccs3)c1C#N)CCC2 (stereo not given)	-11	-0.2	0.05
O=C(NC1CCCCC1)C(c1ccccc1F)N(Cc1ccco1)C(=O)Cn1nnc2ccccc21 (stereo not given)	·	-1.2	-0.23
Nc1nc2ccc(C(=O)NCCOC(=O)C3CCCCC3)cc2s1	25	·	·
COc1ccccc1N1CCN(C(=O)C2CCN(S(=O)(=O)c3ccc(Cl)cc3)CC2)CC1	·	-0.55	0.53
CCOC(=O)c1nn(-c2ccc(OCC)cc2)c(C)c1C(C)=O	68	0.14	1.2
O=C1C2CC=CCC2C(=O)N1c1nc2n(n1)C(c1ccccc1)CC(c1ccccc1)N2 (stereo not given)	0	1.1	1.2
Cn1nnc(NC(=O)c2cccc(OCc3ccccc3)c2)n1	-190	-0.18	-0.11
Cn1c(=O)c2ncn(CC(=O)Nc3nc(-c4ccc(Cl)cc4)cs3)c2n(C)c1=O	-17	·	·
CCCSc1nc2c(=O)[nH][nH]c(=O)c2n1Cc1ccccc1	28	1.9	2.7
Cc1sc2nc(SCC(=O)N3CCOCC3)[nH]c(=O)c2c1C	·	0.19	-0.14
Cc1cc2ncn(-c3nnnn3-c3ccccc3)c2cc1C	·	-0.11	0.75
Cc1cc(Cl)ccc1OCCCC(=O)NCc1ccncc1	-50	-0.45	-0.98
CCC(C)NC(=O)C(=O)NC1CCCC1 (stereo not given)	39	-0.22	0.05
O=C(O)COc1c(Cl)cc(/C=C2/NC(=O)NC2=O)cc1Br	-20	·	·
Cn1c(CCC(=O)OCC(=O)Nc2ccc(Oc3ccccc3)cc2)nc(=O)c2ccccc21	-11	1.9	1.7
Cn1ncc(Br)c1C(=O)Nc1c(F)c(F)cc(F)c1F	55	0.79	1.1
Cc1ccc(NC(=O)COc2ccc(/C(N)=N/O)cc2)cc1C	31	-0.38	-0.62
CCCC/C(O)=C1\C(=O)CC(C)(C)CC1=Nc1ccc(OC)cc1	36	-0.58	-0.38
CCC(c1nnnn1Cc1ccccc1)N(Cc1cc2cc(OC)ccc2[nH]c1=O)CC1CCCO1 (stereo not given)	-62	-0.17	-0.29
COC(=O)c1cccc(NS(=O)(=O)c2ccc(OC)cc2)c1C	-11	0.37	-0.23
COc1cccc(/C=N/NC(=O)Cn2ccnc2C)c1	-20	0.48	0.34
O=C(Nc1nccs1)NC(C(F)(F)F)C(F)(F)F	-24	1.7	1.3
COc1ccc2c(c1OC)C(=O)OC2Nc1nc(-c2cc3ccccc3oc2=O)cs1 (stereo not given)	-52	1.1	0.81
CCc1ccc2c(c1)C(=O)c1ccccc1C2=O	-12	-0.3	0.04
COC(=O)c1ccccc1NC(=O)CSc1nc(NC(=O)c2ccccc2)c2c(C)c(C)oc2n1	-3	-0.37	0.96
CCCCC(=O)Nc1c(C)cc(C)cc1Cl	-46	-0.33	-0.57
Cc1ccc(C)c2[nH]c(=O)c(CCNC(=O)c3cc4ccccc4o3)cc12	30	-1.9	-1.6
CC(/C=N/NC(=O)Cn1nccc1C)=C\c1ccc(C(C)C)cc1	38	-0.01	-0.6
COc1ccc2c(c1)S/C(=C\C(=O)c1ccncc1)N2C	0	-2.4	-1.4
CCOc1ccccc1N1CCN(C(=O)c2c(-c3ccccc3Cl)noc2C)CC1	-14	2.2	2.3
CN1CCN(C(=S)Nc2ccccc2Cl)CC1	-13	0.37	-0.34
O=C(NC(=Nc1ccccc1)N1CCOCC1)Nc1ccccc1	·	0.86	1
COC(=O)c1ccc(NC(=S)Nc2ccccn2)cc1	·	-1	0.26
Cc1nnc(SCCN2CCOCC2)n1C	7	-0.03	-0.23
Cc1ccc(Nc2nnc(SCC(=O)c3cc4ccccc4o3)s2)cc1C	·	-0.34	0.37
COc1cc(C2c3c(n[nH]c3C)C(=O)N2c2ccc(Br)cc2)ccc1O (stereo not given)	14	0.41	0.35
CCN(CCCNC(=O)CN1C(=O)COc2ccccc21)c1cccc(C)c1	0	-0.64	-0.45
CC(=O)/C(C(=N)N1CCN(Cc2ccccc2)CC1)=C(\C)O	·	0.9	1
CCn1c(SCC(=O)N2CCCC2)nnc1-c1ccc(N)cc1	28	1.1	1
CCOC(=O)c1c(C)sc2c1N(C(=O)CN(CC)CC)c1cc(Cl)ccc1S2	·	-1.1	-1.2
CC(=O)c1cccc(NC(=S)NC(=O)c2ccccc2C)c1	-78	·	·
COc1cc(/C=C(\C#N)c2nc3ccccc3[nH]2)cc(Br)c1OCc1ccc(F)cc1	7	-1.6	-0.78
Cc1ccnc2nc(C(=O)OCCOc3ccccc3)nn12	·	1.3	-0.61
O=C(COC(=O)/C=C/c1cccc(Cl)c1)NCCC1=CCCCC1	10	-0.18	-0.09
COc1ccc(CC(=O)Nc2ccc(-c3noc(-c4cc(OC)c(OC)c(OC)c4)n3)cc2)cc1	-26	-2.4	-1.1
Cc1cc2ncn(C(=O)c3c(-c4ccccc4Cl)noc3C)c2cc1C	·	-0.34	-0.67
O=C(CN(c1cccc(C(F)(F)F)c1)S(=O)(=O)c1ccc(Cl)c([N+](=O)[O-])c1)NCc1ccc(F)cc1	-31	-0.96	-0.83
CN(C)C(=O)c1ccc2c(c1)C1C3CCC(C3)C1C(c1ccccc1)N2 (stereo not given)	·	-0.71	-0.66
Cc1nn(CCC#N)c(NC(=O)c2ccc(Cl)cc2)c1P(=O)(Nc1ccc([N+](=O)[O-])cc1)N1CCOCC1 (stereo not given)	-28	0.4	1.5
O=C(c1ccc(-n2c(SCc3cc(F)ccc3F)nc3ccccc3c2=O)cc1)N1CCOCC1	26	0.05	0.45
CCCC(=O)c1ccc(N2CCCC2)c(F)c1	-469	-1.1	-0.52
CCn1c(CNC(=O)Cc2ccc(OC)cc2)n[nH]c1=S	15	·	·
COc1ccc2nc(NC(=O)c3cccc(S(=O)(=O)N4CCOCC4)c3)sc2c1	74*	-0.57	-0.1
Fc1ccc(-c2nc3ccccn3c2NCc2ccc3c(c2)OCO3)cc1	-45	·	·
CN=C1c2c(-c3ccccc3)c3cc(OC)ccc3n2CCN1C	10	0.89	0.03
CNC(=S)N1CCN(C(=O)c2ccco2)CC1	24	1.2	1.6
Cc1ccc(S(=O)(=O)N(CCC#N)C2CCCCC2)c2nsnc12	-172	-1.1	-1.8
O=[N+]([O-])c1ccccc1OCc1nc(-c2cccs2)no1	-8	·	·
CCc1ccc(OCC(=O)c2c(O)c3ccccc3oc2=O)cc1	23	·	·
O=C(NNC(=S)NC(=O)c1cccnc1)c1ccccc1	29	0.13	0.01
C=C(C)C1CCC(C)=C1COC(=O)Nc1ccccc1 (stereo not given)	0	-1.9	-1.2
CC(C)Nc1cc(C(F)(F)F)nc(-c2ccccn2)n1	25	1.5	0.58
